High-throughput results deposited in PubChem BioAssay by several laboratories.
MEKK2 WT-MEK5: raises or lowers MEK5 binding to wildtype human MEKK2 PB1 domain. Q9Y2U5. AID 1531. bead flow cytometry, Alexa488-MEK5 binding to MEKK2 WT; actives lie on both sides. binding response (% of control), % at 10 µM. actives 1.1% (n = 290,000); in the data active = binding response below about 67% or above about 130%
IDE cell activ: boosts human insulin-degrading enzyme activity in HEK cells | FAbeta-B cleavage, fluorescence polarization; 0% vehicle, 100% cell-free pure enzyme wells | actives 0.073% (n = 340,000) | activation, % at 5.96 µM;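 active = activation above the mean of all tested compounds plus 3 SD, set per screening campaign, cut at about 17% in these data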
UBC9 SUMO inh: SUMOylation inhibition; P63279; HTRF SUMOylation assay, SAE1/SAE2 + UBC9, in vitro; inhibition, % at 35 µM; actives 0.36% (n = 290,000); AID 2006; in the data active = inhibition above about 50%, passing the limit was not always enough; note: strong numbers were not always called active
M18AAP inhibitor: blocks P. falciparum M18 aspartyl aminopeptidase; AID 1822; recombinant PfM18AAP, H-Glu-NHMec fluorogenic cleavage; actives 1.2% (n = 290,000); inhibition, % at 7.35 µM;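 active = inhibition above the campaign mean inhibition over all tested compounds plus 3 SD, cut at about 28% in these data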;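 note: 0% = plate median of test compound wells and 100% = 2 mM ZnCl2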
p-CIP stab down: lowers stability of the mouse p/CIP coactivator protein. Q05BA5. F442A p/CIP-EGFP cells, EGFP fluorescence, 16 h. decrease of EGFP signal, % at 10 µM. actives 0.01% (n = 290,000). AID 1984;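 active = EGFP signal decrease of at least 30% at 10 µM or well 3 SD below plate mean, unless failing retest; inactive = the rest, including hits failing retest or dose response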; note: some compounds called inactive have numbers as strong as hits; many of its hits are not listed in these tables
Target sequence (Q05BA5 1-1403): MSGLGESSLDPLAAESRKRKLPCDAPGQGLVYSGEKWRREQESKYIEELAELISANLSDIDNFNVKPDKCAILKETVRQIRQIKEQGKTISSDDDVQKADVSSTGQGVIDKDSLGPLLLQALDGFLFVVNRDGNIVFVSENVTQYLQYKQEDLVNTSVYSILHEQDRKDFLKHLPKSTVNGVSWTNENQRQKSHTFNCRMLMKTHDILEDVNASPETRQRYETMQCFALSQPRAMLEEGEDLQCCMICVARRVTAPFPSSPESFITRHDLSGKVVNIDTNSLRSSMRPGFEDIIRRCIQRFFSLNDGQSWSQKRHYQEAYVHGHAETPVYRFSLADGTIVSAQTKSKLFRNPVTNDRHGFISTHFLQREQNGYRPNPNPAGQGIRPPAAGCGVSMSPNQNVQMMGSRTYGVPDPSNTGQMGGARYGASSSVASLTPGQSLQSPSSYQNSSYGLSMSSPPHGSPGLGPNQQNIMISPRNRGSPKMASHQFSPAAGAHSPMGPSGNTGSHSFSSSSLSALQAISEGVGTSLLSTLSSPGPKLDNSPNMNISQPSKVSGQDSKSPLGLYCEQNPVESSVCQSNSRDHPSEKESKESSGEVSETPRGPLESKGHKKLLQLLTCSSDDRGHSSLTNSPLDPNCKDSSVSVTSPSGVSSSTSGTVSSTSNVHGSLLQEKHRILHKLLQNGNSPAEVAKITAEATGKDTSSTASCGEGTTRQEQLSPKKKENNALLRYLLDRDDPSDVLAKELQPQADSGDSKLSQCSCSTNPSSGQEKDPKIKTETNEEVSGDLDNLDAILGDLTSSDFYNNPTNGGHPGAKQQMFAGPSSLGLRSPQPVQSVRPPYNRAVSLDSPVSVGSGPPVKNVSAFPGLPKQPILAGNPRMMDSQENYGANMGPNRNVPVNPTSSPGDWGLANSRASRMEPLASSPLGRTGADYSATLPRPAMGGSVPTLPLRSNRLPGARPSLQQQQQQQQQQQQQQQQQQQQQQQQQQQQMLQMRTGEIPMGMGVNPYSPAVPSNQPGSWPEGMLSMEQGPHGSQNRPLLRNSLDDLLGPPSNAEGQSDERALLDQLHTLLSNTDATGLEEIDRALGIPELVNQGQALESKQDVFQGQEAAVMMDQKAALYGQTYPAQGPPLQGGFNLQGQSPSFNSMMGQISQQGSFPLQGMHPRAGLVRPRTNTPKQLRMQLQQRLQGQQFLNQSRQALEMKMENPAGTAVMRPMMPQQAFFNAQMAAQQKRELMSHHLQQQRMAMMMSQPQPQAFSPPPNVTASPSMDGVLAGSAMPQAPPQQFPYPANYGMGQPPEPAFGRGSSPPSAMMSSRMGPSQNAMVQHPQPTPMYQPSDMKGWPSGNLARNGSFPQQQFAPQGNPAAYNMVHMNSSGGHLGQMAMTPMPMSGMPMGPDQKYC
IDE cell inh: inhibitors of human insulin-degrading enzyme in cells. actives 0.41% (n = 320,000). inhibition, % at 5.59 µM. HEK cells, FAbetaB cleavage, fluorescence polarization. P14735. AID 434962;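 active = percent inhibition above the average of all tested compounds plus 3 SD, set per screening campaign, cut at about 16% in these data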;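 note: IDE supplied by intact live HEK cells; FP after avidin binding of uncleaved biotin substrate so inhibition keeps polarization high; 0% = DMSO wells and 100% = 60 µM reference IDE inhibitor Ii1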
MEKK2mut PB1 HTS: signal of MEK5 binding to mutant human MEKK2 PB1 domain; bead flow cytometry, Alexa488-MEK5 binding to MEKK2 mutant; percent response, % at 10 µM; actives 0.35% (n = 290,000); in the data active = percent response above about 24%, passing the limit was not always enough; note: inactives centre near 1; some results filed as inactive read as strong as hits; reference of the scale not given here
MEKK3 PB1 HTS: raises or lowers MEK5 binding to the human MEKK3 PB1 domain; bead-based flow cytometry, Alexa488-MEK5 binding to MEKK3; actives lie on both sides; 0 = blocked by unlabeled MEK5, 100 = vehicle; binding response (% of control), % at 10 µM; actives 1.4% (n = 290,000);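 active = binding response more than 3 SD above or below the average of its plate-row segment, actives on both sides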;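 note: Alexa488 bead fluorescence after subtracting the streptavidin-only scavenger bead signal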
NALP1 inh: blocks the NALP1 inflammasome reconstituted in yeast. S. cerevisiae NALP1/ASC/caspase-1 growth, X-gal OD620, 72 h. AID 2071. inhibition, % at 10 µM. actives 0.61% (n = 280,000); in the data active = inhibition mostly above about 24%, no sharp cut-off; inactive = mostly below about 32%; note: some compounds called inactive have numbers as strong as hits
Starred values were filed as active, the others as inactive.

Results for CCCCOc1ccc(C(=O)NN2CCN(C)CC2)cc1 ?
MEKK2 WT-MEK5: 99; IDE cell activ: 4; UBC9 SUMO inh: 10; M18AAP inhibitor: -2; p-CIP stab down: -7; IDE cell inh: -9; MEKK2mut PB1 HTS: 0; MEKK3 PB1 HTS: 114; NALP1 inh: 29

Results for CCN(CC)C(=O)c1ccc(S(=O)(=O)NCc2cccnc2)cc1 ?
MEKK2 WT-MEK5: 105; IDE cell activ: 5; UBC9 SUMO inh: -4; M18AAP inhibitor: -7; p-CIP stab down: -11; IDE cell inh: 6; MEKK2mut PB1 HTS: 2; MEKK3 PB1 HTS: 105; NALP1 inh: 22

How did Cc1ccc(C2NC(=O)c3c(sc4c3CCN(C)C4)N2)s1 (stereo unspecified) do in these assays?
MEKK2 WT-MEK5: 104; IDE cell activ: -12; UBC9 SUMO inh: 14; M18AAP inhibitor: 1; p-CIP stab down: -23; IDE cell inh: 7; MEKK2mut PB1 HTS: 4; MEKK3 PB1 HTS: 87; NALP1 inh: 8

How did COc1ccc(NC(=O)CCN2CCN(Cc3ccccc3)CC2)c(OC)c1 do in these assays?
MEKK2 WT-MEK5: 109; IDE cell activ: 1; UBC9 SUMO inh: 3; M18AAP inhibitor: -5; p-CIP stab down: -12; IDE cell inh: 1; MEKK2mut PB1 HTS: 6; MEKK3 PB1 HTS: 107; NALP1 inh: 11

What do the screens show for `Cc1cc(C)cc(NC(=O)CSc2nc3ccncc3[nH]2)c1`?
MEKK2 WT-MEK5: 120; IDE cell activ: 6; UBC9 SUMO inh: -6; M18AAP inhibitor: -3; p-CIP stab down: -16; IDE cell inh: -2; MEKK2mut PB1 HTS: 13; MEKK3 PB1 HTS: 111; NALP1 inh: -19

How did Cc1cc(C)nc(SCC(=O)N/N=C/c2cccs2)n1 do in these assays?
MEKK2 WT-MEK5: 105; IDE cell activ: -1; UBC9 SUMO inh: 17; M18AAP inhibitor: 0; p-CIP stab down: -4; IDE cell inh: 10; MEKK2mut PB1 HTS: 1; MEKK3 PB1 HTS: 126; NALP1 inh: 30

What do the screens show for `COc1cccc(C(=O)N/N=C(/CCC(=O)O)c2ccccc2)c1`?
MEKK2 WT-MEK5: 107; IDE cell activ: 1; UBC9 SUMO inh: 7; M18AAP inhibitor: -2; p-CIP stab down: -7; IDE cell inh: 1; MEKK2mut PB1 HTS: 1; MEKK3 PB1 HTS: 105; NALP1 inh: 19

Results for CCOc1ccc2nc(NC(=O)CSc3nnc(-c4ccncc4)n3CC3CCCO3)sc2c1 (stereo unspecified) ?
MEKK2 WT-MEK5: 106; IDE cell activ: -4; UBC9 SUMO inh: 7; p-CIP stab down: -6; IDE cell inh: 6; MEKK2mut PB1 HTS: 3; MEKK3 PB1 HTS: 105; NALP1 inh: -10

Results for Cc1ccc(CC2C(=O)N(c3ccc(F)cc3)C(=O)C2C)cc1 (stereo unspecified) ?
MEKK2 WT-MEK5: 95; IDE cell activ: 1; UBC9 SUMO inh: -7; M18AAP inhibitor: 0; p-CIP stab down: -1; IDE cell inh: 2; MEKK2mut PB1 HTS: -1; MEKK3 PB1 HTS: 99; NALP1 inh: 3

Results for CCN(CC)C(=O)c1cc(-c2ccccc2OC)on1 ?
MEKK2 WT-MEK5: 102; IDE cell activ: -1; UBC9 SUMO inh: 25; M18AAP inhibitor: 5; p-CIP stab down: -6; IDE cell inh: 5; MEKK2mut PB1 HTS: 3; MEKK3 PB1 HTS: 101; NALP1 inh: 14

How did O=C(c1ccco1)N1CCN(C(=O)C2CC(=O)N(c3ccccc3)C2)CC1 (stereo unspecified) do in these assays?
MEKK2 WT-MEK5: 106; IDE cell activ: 3; UBC9 SUMO inh: -11; M18AAP inhibitor: 1; p-CIP stab down: 1; IDE cell inh: -5; MEKK2mut PB1 HTS: -1; MEKK3 PB1 HTS: 103; NALP1 inh: 14

What do the screens show for `CC1(C)CC(=O)c2sc(NS(=O)(=O)Cc3ccccc3)nc2C1`?
MEKK2 WT-MEK5: 93; IDE cell activ: 7; UBC9 SUMO inh: -2; M18AAP inhibitor: 5; p-CIP stab down: 5; IDE cell inh: 7; MEKK2mut PB1 HTS: 3; MEKK3 PB1 HTS: 94; NALP1 inh: 6

How did COC(=O)c1cc(NC(=O)Cc2cccs2)cc(C(=O)OC)c1 do in these assays?
MEKK2 WT-MEK5: 116; IDE cell activ: 5; UBC9 SUMO inh: 17; M18AAP inhibitor: -1; p-CIP stab down: -5; IDE cell inh: -1; MEKK2mut PB1 HTS: 17; MEKK3 PB1 HTS: 115; NALP1 inh: 8

What do the screens show for `COc1cc2[nH]c(=O)n(CCCCCC(=O)NC3CCCC3)c(=O)c2cc1OC`?
MEKK2 WT-MEK5: 103; IDE cell activ: -4; UBC9 SUMO inh: 8; M18AAP inhibitor: 4; p-CIP stab down: -18; IDE cell inh: -3; MEKK2mut PB1 HTS: 4; MEKK3 PB1 HTS: 102; NALP1 inh: 3

Results for O=C1NCCCC1C(=O)N/N=C/c1ccc([N+](=O)[O-])cc1 (stereo unspecified) ?
MEKK2 WT-MEK5: 106; UBC9 SUMO inh: 29; M18AAP inhibitor: -6; p-CIP stab down: -9; IDE cell inh: 13; MEKK2mut PB1 HTS: 6; MEKK3 PB1 HTS: 105

Retrieved by compound from the entries so far (three):
Results for CCOc1ccc2nc(NC(=O)CSc3nnc(-c4ccncc4)n3CC3CCCO3)sc2c1 (stereo unspecified) ?
MEKK2 WT-MEK5: 106; IDE cell activ: -4; UBC9 SUMO inh: 7; p-CIP stab down: -6; IDE cell inh: 6; MEKK2mut PB1 HTS: 3; MEKK3 PB1 HTS: 105; NALP1 inh: -10

How did O=C(c1ccco1)N1CCN(C(=O)C2CC(=O)N(c3ccccc3)C2)CC1 (stereo unspecified) do in these assays?
MEKK2 WT-MEK5: 106; IDE cell activ: 3; UBC9 SUMO inh: -11; M18AAP inhibitor: 1; p-CIP stab down: 1; IDE cell inh: -5; MEKK2mut PB1 HTS: -1; MEKK3 PB1 HTS: 103; NALP1 inh: 14

Results for CCN(CC)C(=O)c1cc(-c2ccccc2OC)on1 ?
MEKK2 WT-MEK5: 102; IDE cell activ: -1; UBC9 SUMO inh: 25; M18AAP inhibitor: 5; p-CIP stab down: -6; IDE cell inh: 5; MEKK2mut PB1 HTS: 3; MEKK3 PB1 HTS: 101; NALP1 inh: 14

Next compounds
How did COc1ccc(NC(=O)C2CCCN2C(=O)OC(C)(C)C)cc1 (stereo unspecified) do in these assays?
MEKK2 WT-MEK5: 93; IDE cell activ: 4; UBC9 SUMO inh: 16; M18AAP inhibitor: -9; p-CIP stab down: -2; IDE cell inh: 5; MEKK2mut PB1 HTS: -8; MEKK3 PB1 HTS: 104; NALP1 inh: 7

What do the screens show for `CC1CN(C2CCN(C(=O)c3ccccc3Cl)CC2)CC(C)O1` (stereo unspecified)?
MEKK2 WT-MEK5: 101; IDE cell activ: 4; UBC9 SUMO inh: 22; M18AAP inhibitor: 9; p-CIP stab down: -8; IDE cell inh: -2; MEKK2mut PB1 HTS: -3; MEKK3 PB1 HTS: 100; NALP1 inh: 36

Results for CC(C)NC(=O)c1cc2c(-c3ccc(Cl)cc3)nn(C)c2s1 ?
MEKK2 WT-MEK5: 104; IDE cell activ: 2; UBC9 SUMO inh: 30; M18AAP inhibitor: -8; p-CIP stab down: -2; IDE cell inh: 1; MEKK2mut PB1 HTS: 3; MEKK3 PB1 HTS: 104; NALP1 inh: -8

What do the screens show for `COc1ccc(-c2cc(C(=O)NC(C)C)no2)cc1`?
MEKK2 WT-MEK5: 103; IDE cell activ: 9; UBC9 SUMO inh: 14; M18AAP inhibitor: -12; p-CIP stab down: -4; IDE cell inh: 3; MEKK2mut PB1 HTS: 3; MEKK3 PB1 HTS: 102; NALP1 inh: -1

How did O=C(NCc1cccnc1)c1c[nH]c2cc3c(cc2c1=O)OCCO3 do in these assays?
MEKK2 WT-MEK5: 93; IDE cell activ: 0; UBC9 SUMO inh: 17; M18AAP inhibitor: -8; p-CIP stab down: -15; IDE cell inh: 0; MEKK2mut PB1 HTS: -2; MEKK3 PB1 HTS: 94; NALP1 inh: 10

How did CCOC(=O)c1sc(NC(=O)Cc2ccc(C)cc2)nc1C do in these assays?
MEKK2 WT-MEK5: 96; IDE cell activ: 1; UBC9 SUMO inh: -12; M18AAP inhibitor: 2; p-CIP stab down: 1; IDE cell inh: 3; MEKK2mut PB1 HTS: -2; MEKK3 PB1 HTS: 97; NALP1 inh: 2

What do the screens show for `COCCn1c(COc2cccc(OC)c2)nnc1SCC(=O)NC1CCCCC1`?
MEKK2 WT-MEK5: 103; IDE cell activ: 1; UBC9 SUMO inh: 2; M18AAP inhibitor: 2; p-CIP stab down: -14; IDE cell inh: 0; MEKK2mut PB1 HTS: 5; MEKK3 PB1 HTS: 98; NALP1 inh: -12

What do the screens show for `Cc1ccc(S(=O)(=O)NNC(=O)c2sc(=S)n(C)c2C)cc1`?
MEKK2 WT-MEK5: 91; IDE cell activ: 1; UBC9 SUMO inh: -11; M18AAP inhibitor: 27; p-CIP stab down: -2; IDE cell inh: 0; MEKK2mut PB1 HTS: 4; MEKK3 PB1 HTS: 98; NALP1 inh: 17

Results for CN(C)C(CNC(=S)Nc1ccccc1Cl)c1cccnc1 (stereo unspecified) ?
MEKK2 WT-MEK5: 78; IDE cell activ: 3; UBC9 SUMO inh: 7; M18AAP inhibitor: 5; p-CIP stab down: 0; IDE cell inh: 1; MEKK2mut PB1 HTS: -20; MEKK3 PB1 HTS: 86; NALP1 inh: 6

Results for CCC1CCCCN1CCCNC(=O)CN1C(=O)COc2ccc(S(=O)(=O)N3CCOCC3)cc21 (stereo unspecified) ?
MEKK2 WT-MEK5: 103; IDE cell activ: 3; UBC9 SUMO inh: 0; M18AAP inhibitor: 5; p-CIP stab down: -1; IDE cell inh: -1; MEKK2mut PB1 HTS: 2; MEKK3 PB1 HTS: 98; NALP1 inh: -10

What do the screens show for `COc1ccc2c(Cn3cnc4cc([N+](=O)[O-])ccc4c3=O)cc(=O)oc2c1`?
MEKK2 WT-MEK5: 97; IDE cell activ: 6; UBC9 SUMO inh: 28; M18AAP inhibitor: -8; p-CIP stab down: -19; IDE cell inh: -1; MEKK2mut PB1 HTS: 0; MEKK3 PB1 HTS: 97; NALP1 inh: -14

Results for COc1ccc(CN2C(=O)c3ccc(C(=O)O)cc3C2=O)cc1 ?
MEKK2 WT-MEK5: 100; IDE cell activ: 3; UBC9 SUMO inh: 23; M18AAP inhibitor: 1; p-CIP stab down: -2; IDE cell inh: -2; MEKK2mut PB1 HTS: -1; MEKK3 PB1 HTS: 97; NALP1 inh: 2

What do the screens show for `NS(=O)(=O)c1cccc(NC(=O)CSc2nc3ccccc3[nH]2)c1`?
MEKK2 WT-MEK5: 105; IDE cell activ: -4; UBC9 SUMO inh: -4; M18AAP inhibitor: 0; p-CIP stab down: 1; IDE cell inh: 10; MEKK2mut PB1 HTS: -2; MEKK3 PB1 HTS: 107; NALP1 inh: 10

Not all compounds are listed, so the mix of outcomes need not match the whole.
